High-throughput results as filed in PubChem.
UTI89 phage lysis: protection from phage-mediated lysis, alamar blue read-out – E. coli UTI89, K1F phage, bacterial capsule biogenesis inhibitors (AID 488966); E. coli UTI89 K1F phage lysis, alamar blue, 2 h; higher % means a stronger effect; inhibition, % at 100 µM; hits with a dose series show IC50 in µM; hit rate 0.02% among 340,000;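 active means phage lysis inhibition, versus mean bacterial control, above a set limit; inconclusive means no clear call, values can overlap the other calls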;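 further: capsule biogenesis inhibitors block K1F phage lysis so surviving cells raise fluorescence; higher fluorescence means more inhibition of phage lysis; actives were called in the ten point dose series up to 300 µM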
GPR55 antagonists: inhibition of LPI-stimulated GPR55 beta-arrestin translocation – imaging, U2OS, beta-arrestin-GFP, LPI agonist, primary screen (AID 2013). inhibition, % at 10 µM; hits with a dose series show IC50 in µM. U2OS GPR55 beta-arrestin-GFP translocation imaging, LPI antagonism; higher % means a stronger effect. hit rate 0.13% among 290,000;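 active means spots per cell inhibited over 60%, with over 100 cells counted and total cytoplasm intensity under 500,000; inconclusive means wells with under 100 cells, flagged as likely toxic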;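 further: U2OS cells stably carrying GPR55 and arrestin-GFP stimulated by 5 µM LPI near EC80; imaged beta-arrestin-GFP aggregate spots per cell after agonist stimulation; plate controls were LPI-stimulated DMSO wells for no effect and DMSO wells without LPI for full effect; some results filed as inactive read as strong as hits; confirmed hits need IC50 under 10 µM and bright autofluorescent wells are also inconclusive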
HIV fusion peptide: inhibitors of HIV fusion peptide binding, primary screen, biochemical, uHTS, fluorescence dequenching (AID 1986); hit rate 0.3% among 290,000; cell-free peptide binding, fluorescence dequenching, 30 min; higher % means a stronger effect; inhibition, % at 20 µM, or IC50 in µM where a hit was titrated; in the data active means inhibition mostly above about 52%, no sharp cut-off; inactive means mostly below about 76%; further: some results filed as inactive read as strong as hits
RSV antiviral HEp-2: inhibition of RSV-induced cytopathic effect – HEp-2 cells, primary 10 µM value included (AID 2391); HEp-2 cells, RSV-induced CPE inhibition; higher % means a stronger effect; CPE inhibition, % at 10 µM, or IC50 in µM where a hit was titrated; hit rate 0.13% among 310,000; in the data active means a potency from the dose series; inconclusive means CPE inhibition mostly from about 23% at the one dose, without a potency; inactive means the rest, 99 in 100 with CPE inhibition below about 21%; further: strong numbers were not always called active
MgcRacGAP inhibition: MgcRacGAP GTPase-activating activity inhibitors, confirmation, biochemical, ADP Hunter fluorescence. MgcRacGAP-stimulated Rac1 GTP hydrolysis, ADP Hunter fluorescence; higher % means a stronger effect; GST-tagged Rac1 F28L mutant substrate. inhibition, % at 30 µM, or IC50 in µM where a hit was titrated. hit rate 0.6% among 340,000. AID 624330;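 active means first-screen hits whose inhibition reached a set limit at any dose in the follow-up dose series; inconclusive means inhibition above the set first-screen limit but never retested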;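 further: fluorescence reports GDP produced by GAP-driven GTP hydrolysis; strong numbers were not always called active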
Large T inhibition: SV40 large T antigen inhibitors, biochemical (AID 1903); SV40 large T antigen ATPase/helicase inhibition assay; higher % means a stronger effect; inhibition, % at 20 µM; hits with a dose series show IC50 in µM; hit rate 0.39% among 310,000; in the data active means a potency from the dose series; inconclusive means inhibition mostly from about 32% at the one dose, without a potency; inactive means the rest, 99 in 100 with inhibition below about 32%; further: strong numbers were not always called active
GPR35 arrestin U2OS: GPR35 antagonists blocking zaprinast-driven arrestin recruitment, primary screen, imaging, U2OS, beta-arrestin-GFP, zaprinast agonist (AID 2058); inhibition, % at 10 µM, or IC50 in µM where a hit was titrated; U2OS GPR35 beta-arrestin-GFP translocation imaging, zaprinast antagonism; higher % means a stronger effect; hit rate 0.052% among 290,000;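 active means inhibition of at least 50% with at least 30 cells and total cytoplasm GFP at most 10,000,000; inconclusive means under 30 cells or total GFP of 10,000,000 plus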
NS5 inhibitors: Dengue-2 NS5 methyltransferase inhibitors, primary screen, biochemical, confirmation dose response (AID 588689); Dengue-2 NS5 methyltransferase capping enzyme assay, biochemical; higher % means a stronger effect; inhibition, % at 25 µM; hits with a dose series show IC50 in µM; hit rate 0.3% among 340,000; in the data active means a potency from the dose series; inconclusive means inhibition above about 29% without an active follow-up result
Salmonella PhoP GFP: PhoP-dependent GFP reporter repression – Salmonella Typhimurium, primary screen (AID 1863). S. Typhimurium PhoP-regulated promoter GFP reporter, 4 h; higher % means a stronger effect. one-dose inhibition, % at 50 µM; IC50 in µM for titrated hits. hit rate 0.16% among 300,000;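 active means inhibition over 29.93%, a cutoff 3 SD above the screen mean, later confirmed by dose response; inconclusive means inhibition over 29.93% but no dose response follow-up; inactive means inhibition at most 29.93% or unconfirmed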;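 further: 0% = low Mg2+ inducing control and 100% = high Mg2+ repressing control; strong numbers were not always called active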
* marks the source's active call; other numbers are inactive results; u = inconclusive; x = no result given; & = joins results of further samples. A portion of the library; the hit share may differ from the screen's.

no.	mol	UTI89 phage lysis	GPR55 antagonists	HIV fusion peptide	RSV antiviral HEp-2	MgcRacGAP inhibition
1	N=C(N=C(N)N)N1CCOCC1	1.2%	x	x	1.6%	6%
2	O=c1cc[nH]c(=O)[nH]1	5.5%	x	x	0.9%	4%
3	CC1=NN(c2ccccc2)C(=O)C1	4.4%	12%	-0.1%	0.7%	6%
4	C[C@H](CCC(=O)O)[C@H]1CC[C@H]2[C@@H]3[C@@H](O)C[C@@H]4C[C@H](O)CC[C@]4(C)[C@H]3CC[C@]12C	-2.0%	-12%	3.9%	2.1%	-1%
5	CN(C)C/C=C(/c1ccc(Br)cc1)c1cccnc1	0.7%	x	x	1.4%	4%
6	CCOc1ccc(S(=O)(=O)N2CCCCCC2)c2ccccc12	4.5%	12%	0.2%	-1.2%	2%
7	O=C(O)COC(=O)Cc1ccccc1Nc1c(Cl)cccc1Cl	1.0%	-2%	2.3%	-0.9%	3%
8	O=C1N(c2ccccc2)c2ccccc2C1(Cc1ccncc1)Cc1ccncc1	1.0%	11%	-0.8%	-0.5%	11%
9	COc1ccccc1OCC(O)COC(N)=O (stereo not drawn)	1.1%	1%	1.5%	0.2%	4%
10	Nc1ccc(C(=O)Nc2ccccc2N)cc1	0.5%	3%	0.0%	1.4%	-11%
11	Cc1coc2c1C(=O)C(=O)c1c-2ccc2c1CCCC2(C)C	5.7%	12%	35%	x	12%
12	c1ccc2c(CC3=NCCN3)cccc2c1	-2.6%	11%	1.2%	-0.8%	-6%
13	C/C=C/C=N\NC(=O)c1ccncc1	-0.3%	8%	2.5%	-0.4%	8%
14	CC(=O)N1C[C@H](O)C[C@H]1C(=O)O	3.8%	x	x	0.8%	8%
15	COc1ccc(CN(CCN(C)C)c2ccccn2)cc1	1.7%&-0.2%&-1.4%	10%	2.8%	0.3%&-0.6%	7%&8%&-8%

no.	Large T inhibition	GPR35 arrestin U2OS	NS5 inhibitors	Salmonella PhoP GFP
1	15%	x	-7%	-4%
2	8%	x	-3%	3%
3	23%&12%	-4%	-4%	6%&4%
4	14%	2%	-1%	1%
5	7%	x	-3%	-5%
6	10%	2%	-6%	-6%
7	13%	-3%	-7%	2%
8	6%&4%	-12%	0%	-4%&-8%
9	15%	-8%	2%	0%
10	4%	10%	-2%	10%
11	u	-9%	>100µM*	2%
12	13%	-2%	-4%	-5%
13	14%	-1%	-2%	-5%
14	25%	x	-1%	-3%
15	4%&11%	-14%	1%&-2%&-1%	0%&5%

Some of the entries above, set out differently:
Below each SMILES – UTI89 phage lysis	GPR55 antagonists	HIV fusion peptide	RSV antiviral HEp-2	MgcRacGAP inhibition	Large T inhibition	GPR35 arrestin U2OS	NS5 inhibitors	Salmonella PhoP GFP
5	CN(C)C/C=C(/c1ccc(Br)cc1)c1cccnc1
→ 0.7%	x	x	1.4%	4%	7%	x	-3%	-5%
6	CCOc1ccc(S(=O)(=O)N2CCCCCC2)c2ccccc12
→ 4.5%	12%	0.2%	-1.2%	2%	10%	2%	-6%	-6%
7	O=C(O)COC(=O)Cc1ccccc1Nc1c(Cl)cccc1Cl
→ 1.0%	-2%	2.3%	-0.9%	3%	13%	-3%	-7%	2%

Back to the main list, starting two compounds before the break.
no.	mol	UTI89 phage lysis	GPR55 antagonists	HIV fusion peptide	RSV antiviral HEp-2	MgcRacGAP inhibition
14	CC(=O)N1C[C@H](O)C[C@H]1C(=O)O	3.8%	x	x	0.8%	8%
15	COc1ccc(CN(CCN(C)C)c2ccccn2)cc1	1.7%&-0.2%&-1.4%	10%	2.8%	0.3%&-0.6%	7%&8%&-8%
16	CN1CCC(=C2c3ccccc3CCc3sccc32)CC1	10%	18%	-1.1%	-2.5%	-1%
17	NS(=O)(=O)c1cc2c(cc1C(F)(F)F)NC(Cc1ccccc1)NS2(=O)=O (stereo not drawn)	5.3%	15%	0.5%	5.2%	0%
18	CCC[C@H](N[C@@H](C)C(=O)N1[C@H](C(=O)O)C[C@@H]2CCCC[C@@H]21)C(=O)OCC	2.2%	x	x	0.2%	3%
19	COc1cc2nc(N3CCN(C(=O)C4COc5ccccc5O4)CC3)nc(N)c2cc1OC (stereo not drawn)	4.1%	8%	-2.7%	1.1%	11%
20	COc1nc(C)nc(Cl)c1NC1=NCCN1	1.7%&-5.3%	x	x	0.3%	2%&-5%
21	Nc1cc(-c2ccncc2)c[nH]c1=O	0.4%	-7%	12%	14%	-3%
22	CCCn1ncc(CN2CCCC(C(=O)c3cccc(OC(C)C)c3)C2)c1C (stereo not drawn)	0.1%	11%	0.8%	-2.6%	13%
23	O=C(O)[C@@H]1[C@H]2C[C@H]3c4[nH]c5ccccc5c4CCN3C[C@@H]2CC[C@@H]1O	-6.0%	x	x	-2.4%	5%
24	CC(C)Cn1cnc2c1c(=O)n(C)c(=O)n2C	4.5%	17%	0.3%	6.7%	6%

no.	Large T inhibition	GPR35 arrestin U2OS	NS5 inhibitors	Salmonella PhoP GFP
14	25%	x	-1%	-3%
15	4%&11%	-14%	1%&-2%&-1%	0%&5%
16	6%&2%	1%	-4%	9%&-5%
17	3%&6%	-14%	-12%	6%&7%
18	9%	x	-6%	3%
19	22%&15%	-6%	-2%	7%&-10%
20	11%	x	-4%&-1%	-11%
21	20%&-7%	3%	0%	-11%&-10%
22	24%	-6%	-3%	5%
23	31%	x	-5%	-8%
24	7%	-6%	-4%	-4%
